# Compound activity as filed in PubChem BioAssay.
# MT stabilize HCS – microtubule stabilizers in HeLa cells, primary screen, imaging, high-content imaging. % tubulin-high responders, % at 10 µM. 200,000 tested, 0.83% active. HeLa tubulin immunostaining HCS, 24 h; share of cells brighter than vehicle mean+2SD. AID 2205, 2009;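 active means plate Z-score above 3 for both tubulin-high and condensed-nucleus cell shares, with cell loss under 80%, at 10 µM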;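 further: anti alpha tubulin signal scored within the nucleus-defined area of each cell; some results filed as inactive read as strong as hits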
# Insulin prom up – insulin promoter activators in MIN6 cells, imaging, high-content screening, mouse beta cells | MIN6 insulin promoter-GFP reporter; active compounds read high | z-score at 5 µM | 190,000 tested, 0.3% active | AID 1625, 2009;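 active means z-score above 3 at 5 µM with at least 500 cells counted in the well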
# PMI inhibitors – inhibitors of human PMI, primary screen, biochemical, fluorescence intensity, coupled assay (AID 1209); Mannose-6-phosphate isomerase (Homo sapiens); purified PMI enzyme, coupled fluorescence intensity; higher % means a stronger effect; inhibition, % at 20 µM; hits with a dose series show IC50 in µM; 190,000 tested, 0.42% active; in the data active means inhibition above about 50%;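 further: plate controls were DMSO vehicle for no effect and wells lacking substrate for full effect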
# b-catenin transl – modulators of beta-catenin nuclear translocation, primary screen, imaging, HeLa cells, immunofluorescence, high-content; nuclear translocation activity, % at 5 µM; 190,000 tested, 0.3% active;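 active means nuclear translocation activity above 50% at 5 µM, with a well cell count of 50 or more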;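 further: per-cell ratio of nuclear to cytoplasmic median beta-catenin stain intensity; plate controls were DMSO negative control for no effect and GSK-3 inhibitor IX positive control for full effect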
#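 assay system = human HeLa cells, endogenous beta-catenin | times = compound treatment 24 h, 37°C, 5% CO2 | detection = Anti-beta-catenin immunofluorescence on PFA-fixed, Triton-permeabilized cells, DAPI nuclei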
# Hep lipid drop – inhibitors of hepatocyte lipid droplet formation, primary screen, imaging, high-throughput imaging, BODIPY stain; AML12 mouse hepatocytes, oleate lipid droplets; inhibition, % at 6.5 µM; 240,000 tested, 0.4% active;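 active means lipid droplet intensity inhibited by at least 50%, with more than 500 cells counted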
#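 Assay system: AML12 hepatocytes (mouse); Probe or stimulus: oleic acid at 100 µM to induce lipid droplet formation; Dosing: compound at 6.5 µM only; Schedule: compound with oleate, overnight; Detection: fluorescence imaging, 20x objective, two fields per well; Measure: % inhibition of lipid droplet signal.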
# T cell modulator – modulators of CD8 T cell-vesicle binding, primary screen, mouse 2C CD8+ T cells, flow cytometry; calls only at 7 µM; 330,000 tested, 0.068% active; 2C CD8+ T cell-vesicle binding; active compounds read low; AID 2052, 2009;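 active means response, share of CD8 T cells binding vesicles, and their 90th percentile fluorescence all below set limits, cut at about 80% in these data, passing the limit was not always enough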
#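 System: murine 2C transgenic CD8+ T lymphocytes; also added: QL9-loaded Drosophila micro-vesicles; times: binding 1.5 h at 37 °C; measured by: flow cytometry, PE anti-B7-1 (FL2) versus Alexa647 anti-CD8 (FL8), PFA-fixed; control set: Peptide-free naked vesicles (low) and QL9 vesicles with 0.7% DMSO vehicle (high)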
# TNAP activators – human TNAP enzyme activators, primary screen, biochemical, luminescent, no phosphate acceptor, uHTS (AID 1001); Alkaline phosphatase, tissue-nonspecific isozyme (Homo sapiens); purified TNAP, luminescent activation assay, no phosphate acceptor; higher activation fold means a stronger effect; activation fold at 20 µM, or EC50 in µM where a hit was titrated; 200,000 tested, 0.03% active; in the data active means activation fold from about 3, or a potency from the dose series; inactive means the rest, 99 in 100 with activation fold below about 1.6; further: many of its hits are not listed in these tables
# Dynein transport – inhibitors of GR-EGFP nuclear translocation, primary screen, dynein cargo transport inhibitor project, imaging, high-content, 3617.4 mouse cells. test concentration mostly 20 µM; stimulated with dexamethasone, 1 µM; active compounds read low. AID 1381, 2008. 220,000 tested, 0.47% active. z-score, hits read low;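 active means plate z-score of nuclear minus cytoplasmic receptor signal below a set negative limit, without overly bright fluorescence or cell loss, cut at about -3.5 in these data, passing the limit was not always enough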;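 further: z-score of nuclear minus cytoplasmic ring GR-EGFP intensity difference per well; some compounds called inactive have numbers as strong as hits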
#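 Also added – dexamethasone, 1.0 µM final · Buffer or medium – tet-free, stripped-serum medium · Schedule – induction 48 h, compound 1 h, agonist 30 min · Detection – formaldehyde fixation, Hoechst nuclear stain, 10x automated fluorescence imaging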
# Myeloid diff 2 – induction of myeloid progenitor differentiation, primary screen, cell-based, flow cytometry, MLPCN library. calls only at 10 µM. 360,000 tested, 1% active. ER-HoxA9 myeloid progenitors, lysozyme-GFP differentiation;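 active means normalized GFP-positive differentiation at or above the plate's own cutoff, the solvent-only control mean plus 3 SD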;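 further: cells exposed to compound for four days before flow analysis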
# Dynein transport cytoplasmic EGFP – recorded beside Dynein transport, whose call it bears; z-score; measured here: cytoplasmic GR-EGFP intensity; active compounds read high
# Dynein transport nuclear GR-EGFP – also measured in Dynein transport; calls as there; z-score; measured here: nuclear GR-EGFP intensity;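 lower value marks the stronger effect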
# Dynein transport cell count – further read-out of Dynein transport, marked with its call; z-score; measured here: cell count per field
# Insulin prom up cell count – also measured in Insulin prom up; calls as there; cell count; measured here: cytotoxicity, nuclei count;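 total cells summed across four imaged fields per well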
# Hep lipid drop cells 6.5 µM – recorded beside Hep lipid drop, whose call it bears; cell count; measured here: cell count, cytotoxicity flag;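 cells counted across two imaged fields per well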
# b-catenin transl cell count 5 µM – also measured in b-catenin transl; calls as there; cell count; measured here: cell count, cytotoxicity flag
# T cell modulator vesicle-bound % – second read-out of T cell modulator, no call of its own (marks repeat the call); double positive events, %; measured here: CD8+ vesicle-bound cell fraction;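 binding gate set so that unloaded-vesicle control wells show 10% double positive cells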
# MT stabilize HCS Hoechst-high % – recorded beside MT stabilize HCS, whose call it bears; % Hoechst-high responders; measured here: nuclear condensation Hoechst responders;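 share of cells brighter than vehicle mean plus two SD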
# MT stabilize HCS cytotoxicity % – second read-out of MT stabilize HCS, no call of its own (marks repeat the call); toxicity, %; measured here: cytotoxicity by cell density;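 0% = mean cell density of plate MIN control wells and 100% = no cells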
# Myeloid diff 2 GFP+ MAC1+ % – recorded beside Myeloid diff 2, whose call it bears; GFP+ MAC1+ double positive, %; measured here: differentiation confirmed by MAC1 staining
# Numbers without * were called inactive; i = inactive; · = not tested or not shown.
SMILES,MT stabilize HCS,MT stabilize HCS Hoechst-high %,MT stabilize HCS cytotoxicity %,Insulin prom up,Insulin prom up cell count,PMI inhibitors,b-catenin transl,b-catenin transl cell count 5 µM,Hep lipid drop,Hep lipid drop cells 6.5 µM,T cell modulator,T cell modulator vesicle-bound %,TNAP activators,Dynein transport,Dynein transport cytoplasmic EGFP,Dynein transport nuclear GR-EGFP,Dynein transport cell count,Myeloid diff 2,Myeloid diff 2 GFP+ MAC1+ %
O=S(=O)(c1cccs1)N1CCN(c2ccnc3cc(Cl)ccc23)CC1,·,·,·,-0.73,1391,·,2.5,982,-7.8,694,i,23.4,·,1.19,-0.269,0.375,-1.02,i,0.3
CC1CC(C)CN(C(=O)C(Cc2ccccc2)n2cccc2)C1 (stereo not drawn),·,·,·,0.37,1195,·,1.5,1287,-9.7,723,i,31.2,·,-0.575,-0.0236,0.171,0.631,i,0.3
O=C(Cn1c(-c2ccccc2)noc1=O)N1CCC(Cc2ccccc2)CC1,5.2,1.3,10.7,·,·,17.4%,-1.0,934,-25.1,696,i,29.7,1.1,0.0834,-0.313,0.238,0.0101,i,0.6
Cc1ccc2nc(-c3ccc(NS(=O)(=O)c4ccccc4)cc3)sc2c1,2.5,1.4,3.1,0.24,1421,8.9%,-2.9,1130,1.3,669,i,44.2,1.2,-0.107,-0.235,-0.0298,0.917,i,0.6
O=C(CCc1ccc(S(=O)(=O)N2CCOCC2)cc1)Nc1ccc(N2CCOCC2)cc1,2.2,0.8,7.6,-0.33,1173,1.3%,7.9,1132,-5.2,738,i,37.6,1.1,-0.0794,-0.0236,0.38,1.39,i,0.2
O=c1c2ccccc2n(Cc2cccc(F)c2)c(=O)n1C1CCCC1,4.3,2.6,1.8,0.32,1273,18.6%,-0.4,993,-7.2,752,i,35.8,1,0.429,-0.199,0.483,-0.187,i,0.2
CCCCN(C(=S)Nc1ccccc1)C1CCS(=O)(=O)C1 (stereo not drawn),1.3,1.6,8.0,-0.21,1594,1.8%,1.6,1348,·,·,i,12.6,1.1,-0.212,-0.0672,-0.481,0.224,i,0.9
CCc1ccc(CNC(=O)CCc2nnc(CCc3ccc(OC)cc3)o2)nc1,1.4,1.4,7.9,·,·,9.5%,-0.9,860,-11.7,679,i,53.8,1,-0.989,-0.15,-0.693,-0.432,i,0.5
O=C(CN1CCCCC1CO)c1ccc(OC(F)F)cc1 (stereo not drawn),1.9,2.0,3.7,-0.19,1261,-18.9%,-5.3,1214,-24.8,703,i,36.8,1.1,0.0983,-0.0342,0.264,-1.58,i,0.5
CCOc1ccc2nc(NS(C)(=O)=O)sc2c1,2.3,3.6,29.6,0.32,1247,-21.3%,·,·,23.5,762,i,31.1,1,0.0341,0.47,0.514,-0.183,i,0.9
COn1c(=O)c(=O)n(OC)c2ccccc21,2.7,1.9,9.4,-0.16,1483,-5.6%,-1.9,1426,·,·,i,29.6,1.1,-0.377,-0.333,0.0166,0.533,i,0.8
C#CCOCCOCCOCCNc1nc(N2CCN(C(=O)[C@H]([C@@H](C)CC)n3cc([C@@H](N)CC(C)C)nn3)CC2)nc(N2CCN(C(=O)[C@H](CCCCN)n3cc([C@@H](N)C(C)CC)nn3)CC2)n1 (stereo partly drawn),1.4,1.5,8.5,-1.09,1405,-11.0%,0.7,1170,-1.2,723,i,6.4,1.1,-1.51,-0.285,-0.515,0.751,i,2.7
O=C(NCc1cccs1)c1noc2c1CCCCC2,5.5,2.2,2.5,-0.6,1273,3.6%,-0.6,1018,-4.3,747,i,60.6,1.1,-0.353,-0.249,0.0201,0.57,i,0.9
COc1cccc(C2Nc3ccccc3C(=O)N2O)c1O (stereo not drawn),8.6,2.2,1.4,·,·,-7.5%,·,·,·,·,i,57.8,0.3,0.306,-0.00515,0.317,0.367,i,0.8
CCOC(=O)Cc1csc(NC(=O)CN(C)S(=O)(=O)c2cccc3cccnc23)n1,4.8,2.0,9.8,0.59,1027,-0.1%,·,·,·,·,i,54.5,1.1,-0.115,-0.169,0.0263,-0.323,i,3.3
CSc1nc2ccc3nc(NC(=O)C4COc5ccccc5O4)sc3c2s1 (stereo not drawn),8.5,2.6,1.7,1.29,1970,23.4%,-0.9,1017,1.9,571,i,34.2,1,0.135,-0.296,0.0641,0.562,i,1.3
Nc1ccc(SCc2nc3cccc4c3n2CCC4)cc1,·,·,·,-0.11,911,·,-0.2,1323,4.7,682,i,34.0,·,0.112,-0.272,0.567,0.326,i,0.0
OC(COCc1ccco1)CN1CCN(C(c2ccccc2)c2ccccc2)CC1 (stereo not drawn),6.5,1.7,1.0,·,·,-5.2%,·,·,·,·,i,45.7,0.9,2.05,-0.0766,2.05,-2.19,i,1.3
O=C(CN1CCOCC1)Nc1ccc(Br)cn1,2.1,2.0,7.7,·,·,4.2%,·,·,5.9,724,i,30.3,1.1,-0.913,-0.23,-0.487,0.29,i,1.0
Cn1nc(C(F)(F)F)c2cc(C(=O)Nc3ccc(Cl)cc3)sc21,2.1,1.4,7.9,-0.2,1603,6.7%,-1.6,1372,·,·,i,46.3,1,0.536,-0.219,-0.0276,0.176,i,1.3
Cc1cccc(N2C(=O)/C(=C\c3ccc(C(=O)O)cc3)c3ccccc3C2=O)c1,2.5,1.8,3.8,-0.3,1613,-31.7%,-1.9,1130,14.1,667,i,34.7,1.1,-0.531,-0.248,-0.409,0.372,i,0.7
CC(C)(C(=O)c1ccccc1)/[N+]([O-])=C/c1ccc(Br)cc1,1.1,1.9,8.6,·,·,·,·,·,·,·,i,9.6,·,0.14,-0.235,0.26,0.233,i,1.4
O=C1NC[C@@H](Cc2ccc(O)cc2)N(CC2CCCCC2)C1=O,·,·,·,-0.17,979,·,-0.3,1327,28.4,682,i,62.0,·,-0.146,-0.72,0.0324,0.217,i,2.0
COc1ccc(CNCCC2(C(C)C)CCOC(C)(C)C2)cc1 (stereo not drawn),·,·,·,0.14,959,·,-0.2,1360,1.3,719,i,28.9,·,0.857,-0.785,0.117,-0.781,i,0.7
Cc1nc(-c2ccccc2)sc1-c1ccn[nH]1,6.4,1.1,2.9,-0.3,1648,5.6%,-4.2,996,10.4,721,i,27.0,1.2,-0.648,-0.319,-0.0328,0.337,i,0.7

# Next part:
SMILES,MT stabilize HCS,MT stabilize HCS Hoechst-high %,MT stabilize HCS cytotoxicity %,Insulin prom up,Insulin prom up cell count,PMI inhibitors,b-catenin transl,b-catenin transl cell count 5 µM,Hep lipid drop,Hep lipid drop cells 6.5 µM,T cell modulator,T cell modulator vesicle-bound %,TNAP activators,Dynein transport,Dynein transport cytoplasmic EGFP,Dynein transport nuclear GR-EGFP,Dynein transport cell count,Myeloid diff 2,Myeloid diff 2 GFP+ MAC1+ %
CC(/C=C1\N=C(SCc2ccccc2)SC1=O)=C\c1ccccc1,1.5,3.1,16.6,-0.01,1238,9.7%,-2.6,508,19.4,622,i,46.7,1,-0.0441,-0.161,0.0246,0.917,i,0.5
CCOc1ccc(/C=N/NC(=O)CN2CCCCCCC2)cc1,3.1,1.8,4.3,-0.6,1277,-15.6%,-2.4,1082,1.8,750,i,47.7,1,2.01,-0.0842,1.26,-1.58,i,0.9
Cc1ccc(/C=C2/C(=O)N(c3ccccc3)C(=S)N2C)o1,5.7,2.3,5.9,-0.57,1373,20.8%,-2.7,530,-17.3,630,i,24.2,1,-0.356,-0.239,-0.0944,0.233,i,0.4
Cc1cccc(-c2noc(-c3ccc4c(c3)OCO4)n2)c1,4.3,2.3,4.8,-2.1,1653,12.0%,0.5,1562,-9.4,687,i,29.6,1.1,0.903,-0.285,0.539,0.422,i,0.6
COCCN1C(=O)N[C@H](c2cccc(C(F)(F)F)c2)C(C(=O)OC)=C1C,1.8,3.1,10.9,0.12,1226,-8.9%,·,·,-9.2,728,·,·,1.1,0.272,-0.301,0.454,0.678,·,·
COc1ccc(-c2csc(N(Cc3ccccc3)C(=O)COc3ccc(Cl)cc3)n2)cc1,3.4,1.6,5.1,-0.1,1711,-7.3%,-4.5,973,·,·,i,17.8,1.1,-0.0785,-0.206,0.35,0.277,i,2.2
N#C/C(=C\c1ccco1)C(=O)NCc1ccccc1,3.1,1.0,8.0,-0.95,1418,0.2%,-2.4,1127,0.5,745,i,60.8,1.1,-0.737,-0.233,-0.521,0.954,i,0.2
